High-throughput results as filed in PubChem BioAssay.
N-glyco inh: blocks N-linked glycosylation in D54 reporter cells. D54 ERlucT glycosylation luciferase reporter, 24 h; percent of 100 nM tunicamycin response. AID 588692. reporter increase, % at 12.5 µM. 0.23% of 360,000 active;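 active means mean luciferase reporter signal, scaled so untreated is 0 and the glycosylation-blocking control 100, at or above a set limit in every replicate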;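 further: luciferase carries N-glycosylation sites so blocking glycosylation raises the light; 0% = median of neutral control wells and 100% = median of 100 nM tunicamycin wells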
Granule exo inh: blocks lytic granule exocytosis. TALL-104 LAMP-1 surface exposure, flow cytometry; cells stimulated with thapsigargin and PMA. inhibition, % at 10 µM. 0.66% of 360,000 active. AID 651702;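 active means inhibition above about 55%, limit read from the data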
HTR2A ag: mouse HTR2A agonism via beta-arrestin recruitment; CHO-K1 mHTR2A beta-arrestin complementation, luminescence; percent of 30 µM serotonin response; activation, % at 7.6 µM; AID 624169; 0.66% of 360,000 active;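 active means activation above a run cutoff, the mean activation of all tested compounds plus 3 SD, cut at about 14% in these data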;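 further: 0% = plate median of compound wells and 100% = 30 µM serotonin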
CaV13 ICDI inh: Primary screen for inhibitors of IQ motif and Ca2+-dependent inactivation inhibitor domain binding in CACNA1D, Förster resonance energy transfer in living cells, …. inhibition, % at 12.3 µM. HEK cells, CFP/YFP FRET ICDI-IQ, plate reader, 10 min; percent FRET-ratio fall versus neutral wells. AID 743397. 0.098% of 340,000 active;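 active means mean replicate inhibition of at least 30% and at least 1% of replicates passing that level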;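 further: 0% = median of the neutral control wells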
aDG glyco up: increases alpha dystroglycan glycosylation; Pro5-aDG cells, alpha-DG glycosylation AlphaScreen (IIH6); 0% Pro5, 100% B10-LARGE cell signal; 0.22% of 360,000 active; activation, % at 10 µM;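 active means activation of at least 8% versus controls, or a plate z-score of at least 8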;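 further: Pro5 are CHO cells carrying HIG-tagged alpha-DG that lacks glycosylation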
PDI inh: blocks human protein disulfide isomerase activity. P07237. PDI insulin aggregation turbidity, A650, 90 min. inhibition, % at 10 µM. 0.052% of 350,000 active;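 active means mean inhibition across replicates of 30% or more, whatever share of single replicates reach that level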;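 further: absorbance from insulin aggregation driven by PDI reduction with DTT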
Cardio protect: protects H9c2 cardiomyocytes from peroxide injury; H2O2 injury protection, ATPLite, 2 h; protection from H2O2 cell death, % at 20 µM; 0.63% of 360,000 active; AID 588492;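 active means compounds giving at least 50% protection of heart cells from peroxide-induced death in the single-dose screen, raw or plate-pattern-corrected value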;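 further: 0% = DMSO wells with peroxide and 100% = DMSO wells without peroxide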
ABCB6 inh MLPCN: blocks the human ABCB6 transporter; Q9NP58; K562-ABCB6 porphyrin accumulation, flow cytometry, 1 h; hits give low values; fluorescence ratio to DMSO, % at 10 µM; 0.19% of 360,000 active;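 active means fluorescence ratio to DMSO below 75%, the collection mean minus 3 SD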;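 further: signal is porphyrin accumulated inside mitochondria; 100% equals median channel fluorescence of DMSO control wells; lower ratio means ABCB6 inhibition with less porphyrin fluorescence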
Target sequence (Q9NP58 whole entry, looked up): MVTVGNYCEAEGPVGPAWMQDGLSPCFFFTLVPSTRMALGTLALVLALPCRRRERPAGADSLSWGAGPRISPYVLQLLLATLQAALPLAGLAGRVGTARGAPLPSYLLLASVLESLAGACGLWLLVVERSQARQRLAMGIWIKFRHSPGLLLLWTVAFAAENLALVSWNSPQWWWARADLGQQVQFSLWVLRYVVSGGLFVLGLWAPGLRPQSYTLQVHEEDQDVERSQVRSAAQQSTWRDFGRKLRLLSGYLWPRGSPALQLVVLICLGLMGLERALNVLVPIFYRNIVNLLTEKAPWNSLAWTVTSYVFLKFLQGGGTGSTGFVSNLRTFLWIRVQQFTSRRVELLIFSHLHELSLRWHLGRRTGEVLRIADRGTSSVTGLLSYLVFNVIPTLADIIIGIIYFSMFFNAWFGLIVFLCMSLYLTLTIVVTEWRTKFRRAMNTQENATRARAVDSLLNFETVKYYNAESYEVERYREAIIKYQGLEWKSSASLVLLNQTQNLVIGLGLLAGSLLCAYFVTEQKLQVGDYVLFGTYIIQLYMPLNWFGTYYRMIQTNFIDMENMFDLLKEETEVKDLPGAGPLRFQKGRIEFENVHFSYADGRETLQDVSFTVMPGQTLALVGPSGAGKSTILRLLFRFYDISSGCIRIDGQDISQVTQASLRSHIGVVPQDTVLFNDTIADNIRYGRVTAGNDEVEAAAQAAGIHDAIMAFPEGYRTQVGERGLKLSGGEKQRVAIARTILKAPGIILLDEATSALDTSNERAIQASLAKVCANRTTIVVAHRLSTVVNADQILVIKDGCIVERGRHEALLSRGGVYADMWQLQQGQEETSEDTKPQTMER
Vif imaging: inhibitors of HIV Vif. HEK293T cells, Vif self-association by quenched fluorescence, imaging, 24 h. inhibition, % at 7.49 µM. 0.35% of 340,000 active; in the data active means inhibition above about 50%, passing the limit was not always enough; further: some results filed as inactive read as strong as hits
iPSC survival up: enhancers of human iPSC single-cell survival | 0.044% of 360,000 active | AID 602274 | hiPSC single-cell survival, ATPlite luminescence; 100% = ROCK inhibitor wells, 0% = DMSO | survival enhancement, % at 20 µM; in the data active means survival enhancement above about 18%;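 further: cells exposed to compounds for 16 hours before the ATP read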
The depositor's hits bear a star; . = no result given.

structure	iPSC survival up	N-glyco inh	Granule exo inh	HTR2A ag	aDG glyco up	Vif imaging	CaV13 ICDI inh	Cardio protect	PDI inh	ABCB6 inh MLPCN
NCCNc1cc(N2CCCC2)ccc1[N+](=O)[O-]	3.2	-1	3	3	0.2	0	1	3	0	95
OCCOCCOCCn1c2ccccc2c2ccccc21	0.4	-2	0	5	0.1	-1	-5	4	-2	93
CCOC(=O)N1CCN(C(=O)c2cc3cc(C)ccc3[nH]2)CC1	-0.4	0	0	7	-0.2	-7	-6	-2	-2	93
CCN(CC(=O)Nc1c(F)cccc1F)C(=O)CCCOc1ccccc1	0.3	-2	8	-6	-0.2	-13	-1	0	4	101
N#Cc1cnn2c(-c3cccc([N+](=O)[O-])c3)ccnc12	0.1	4	0	7	0.1	-4	-3	3	6	102
CCN(C(=O)c1c(-c2ccccc2Cl)noc1C)C1CCCCC1	-0.3	-3	24	-2	0.1	-1	-4	-2	10	97
COc1ccc(C(=O)Nc2cc(Cl)ccc2C(=O)O)cc1	1.4	-1	-1	1	-0.4	-1	-7	-6	0	91
Cc1ccc(F)cc1NC(=O)COC(=O)COc1ccc(C#N)cc1	0.0	0	23	-2	0.1	-8	-7	3	2	105
O=C1c2ccccc2C(=O)N1c1ncc(Cc2ccc(Cl)cc2)s1	2.4	2	-6	4	-0.1	-3	-1	-17	-8	95
CCOc1cc(/C=N/NC(=O)c2cccnc2)cc(Br)c1OCC(N)=O	-0.7	1	2	-3	-0.3	0	1	13	0	103
O=C(Nc1ccc(Cl)c(Cl)c1)Oc1ccc(NC(=O)c2ccco2)cc1	0.8	-1	2	0	-0.1	.	-4	-24	2	91
Cc1n[nH]c(C)c1-c1nc2ccccc2[nH]1	7.5	1	-4	4	-0.1	-9	1	-3	-4	88
Cc1noc(C)c1COc1ccc(C(=O)NNC(=O)c2ccccc2F)cc1	-0.2	27*	-2	3	-0.2	25	.	4	-5	103
COc1ccc(S(=O)(=O)N2CCCCCC2)cc1NC(=O)CN1C(=O)NC(C)(c2ccccc2)C1=O (stereo unspecified)	-0.4	-2	-6	-3	0.0	-5	-6	1	7	99
COc1ccc(Nc2nc(NCc3ccco3)nc(N/N=C/c3ccccc3)n2)cc1	3.7	-1	-4	-13	-0.6	8	.	14	12	105
O=C(O)CSc1c2c(nc3cc(C(=O)Nc4ccc(F)c(Cl)c4)ccc13)CCCC2	-0.3	0	-9	-2	-0.1	-5	-7	2	-3	98
Cc1c(Br)c(C(=O)NNC(=O)c2ccc(C(C)(C)C)cc2)nn1C	-0.5	5	-14	1	-0.2	20	-5	1	-9	100
O=C(Oc1ccccc1/C=C\C(=O)c1cc2ccccc2o1)c1ccccc1	-3.8	7	61*	-3	-0.8	9	-3	-21	0	100
CC12CN3CCN(CC(C3)/C1=N/N=C/c1cccc([N+](=O)[O-])c1)C2	0.3	4	6	-1	-0.1	-8	-5	10	-1	92
CNC(=O)c1c(C)noc1C	3.2	1	0	1	-0.2	6	-2	2	0	92
COc1ccc(CC(=O)OCC(=O)NC2CC2)cc1	-0.3	1	1	1	0.0	-2	-2	1	-4	90
O=C(O)CSCC(=O)Nc1ccc(C2CCCCC2)cc1	-2.7	-3	-2	6	-0.1	-7	-10	-2	4	105
CN1CCN(c2ccc3sc(-n4ccc5ccccc54)nc3c2)CC1	-2.8	-18	41	-1	-0.1	0	-3	-37	-5	100
OCC1CCCN1C(=S)Nc1ccccc1 (stereo unspecified)	0.0	1	2	-2	0.1	1	-8	1	6	98
O=C(Nc1cccc(S(=O)(=O)N2CCOCC2)c1)c1ccc2ccccc2n1	0.4	1	-1	10	-0.2	2	-5	11	-3	91
CN(C)S(=O)(=O)c1ccc(Cl)c(NC(=O)CN2CCc3ccccc3C2)c1	4.8	-7	-2	23*	-0.3	-7	17	-10	3	103
O=C(Nc1ccccc1C(=O)O)c1ccc(NC(=O)C2CCCO2)cc1 (stereo unspecified)	-0.2	1	-13	2	0.1	-2	.	-7	5	99
COc1ccc(-c2csc(N(CCc3ccc(OC)c(OC)c3)C(=O)COc3ccccc3)n2)cc1	8.7	-5	4	-3	6.0	-6	-4	7	-6	100
COc1ccc2c(CSc3nnc(-c4cccnc4)n3-c3ccccc3F)cc(=O)oc2c1	-0.6	0	-6	1	0.0	2	-2	3	2	105
Cn1c(CNC(=O)c2ccc(Cl)cc2)nnc1SCC(=O)Nc1sc2c(c1C#N)CCCC2	-0.6	-1	4	-6	0.2	-2	.	-3	-8	92
NS(=O)(=O)c1ccc(NS(=O)(=O)c2cccs2)cc1	2.7	3	10	-2	-0.2	.	-9	2	-2	96
Cc1cc(C(=O)CN2C(=O)C(=O)N(Cc3ccco3)C2=O)c(C)n1CCc1ccc(F)cc1	1.4	8	0	-1	0.1	14	-4	-7	4	103
COc1ccc(NC(=S)NC23CC4CC(CC(C4)C2)C3)cc1OC	-0.5	-4	0	-4	1.2	23	-7	-8	-9	101
Clc1ccc(CSc2ncccn2)cc1	0.9	1	1	0	-0.1	9	-9	2	2	97
CCOc1ccc(N(CC(=O)Nc2cc(C)cc(C)c2)S(C)(=O)=O)cc1	1.2	-1	4	-1	0.4	8	-21	-9	0	97
Cc1ccc(S(=O)(=O)N(Cc2ccccc2)c2ccccc2C(=O)NCc2cccnc2)cc1	2.4	-1	0	5	-0.1	13	-7	5	-1	100
CC(C)(C(=O)N1CCC1(C)C(=O)NS(=O)(=O)c1cccc(C#N)c1)c1ccccc1 (stereo unspecified)	-0.2	1	1	-2	-0.1	1	-6	1	-16	103
O=C(COC(=O)c1ccccn1)c1ccc([N+](=O)[O-])cc1	-0.2	2	1	3	0.3	-2	-10	1	18	94
COC(=O)c1ccccc1NC(=O)Nc1ccc2c(c1)OCO2	-0.4	0	0	3	-0.3	-2	-4	4	1	97
COC(=O)C1=C(CN2CCCc3ccccc32)NC(=O)NC1c1ccc(F)cc1 (stereo unspecified)	-2.1	-21	3	6	0.0	-6	-6	-14	8	91
CCOC(=O)C1CCN(C(=O)CN2C(=O)c3ccccc3Sc3ncccc32)CC1	-0.2	1	-4	-6	0.2	-5	-7	0	-2	101
O=C1NC2(CCCCCC2)C(=O)N1Cc1ccc(F)cc1Cl	0.1	-1	-10	5	-0.1	1	-4	-4	-2	95
Cc1onc(-c2ccccc2)c1C(=O)Nc1ccc(S(=O)(=O)N2CCCCC2)cc1	-0.4	-9	-7	-10	-0.1	-18	25	-1	-3	98
Cc1cc(C(=O)Nc2cccc3ccccc23)co1	-0.4	0	3	-8	0.4	-5	.	2	-2	100
CCOc1ccccc1NC(=O)C(OC(=O)c1ccc(CC)cc1)c1ccccc1 (stereo unspecified)	-1.4	-3	1	2	0.6	-17	-5	-7	-8	94
COc1ccc2[nH]c3c(=O)n(CCCC(=O)NC4CCC(C)CC4)c(=S)[nH]c3c2c1 (stereo unspecified)	-0.5	1	-4	12	-0.1	-11	-5	3	-1	98
CC1(C)Cc2nc3sc4c(=O)n(CC(=O)NCc5ccco5)cnc4c3cc2CO1	0.6	18	2	0	-0.2	-3	-8	-5	-2	98
Cc1ccn(CC(=O)N2CCCC(N3CCN(c4cccc(Cl)c4)CC3)C2)n1 (stereo unspecified)	-0.5	3	-2	0	0.0	1	-7	-5	1	96
O=C(NNC(=O)c1cccc(S(=O)(=O)Nc2ccc(Cl)cc2)c1)c1ccc(=O)[nH]c1	-0.4	-1	-2	-1	0.2	4	-14	2	5	97
Cc1ccc(C)c(OCCC(=O)OCC(=O)NC2CCCC2)c1	-0.5	-1	-1	-20	-0.2	-14	-5	-2	0	99
COCCN1CCC(CNCc2c(C(=O)N3CCCCC3)nc3c(C)cccn23)C1 (stereo unspecified)	-0.4	0	6	6	-0.1	3	-15	-4	18	102
O=C(Cc1csc(-c2ccccc2)n1)Nc1ccc(C(F)(F)F)cc1	-0.8	2	3	-2	-0.1	-8	-5	-9	1	95
COc1ccc(NC(=O)CN2C(=O)NC(C)(c3ccc(C)cc3)C2=O)c([N+](=O)[O-])c1 (stereo unspecified)	-0.6	-5	-10	4	0.1	4	-4	0	-2	98
COc1cc(CCC(=O)N2CCN(c3cccc(C)c3C)CC2)cc(OC)c1OC	-1.0	0	7	-6	0.2	.	-2	5	3	91
O=C(c1ccc2c(=O)n3c(nc2c1)CCCCC3)N1CCN(c2ccccc2)CC1	-0.5	1	-3	5	0.0	7	2	4	-2	101
O=C(NCCCn1ccnc1)c1cc(S(=O)(=O)N2CCOCC2)c(Cl)cc1Cl	-0.7	3	0	-1	-0.1	-7	-3	0	-1	96
COc1ccc2cc3cc(C(=O)NCc4cccs4)oc3nc2c1	-2.3	0	-2	1	-0.2	12	.	-2	-44	104
O=C(NN1CCOCC1)c1ccccc1Br	1.1	0	2	4	0.1	-2	-1	0	10	104
O=C(CN1C(=O)c2cccnc2C1=O)c1ccccc1	-1.4	0	0	-1	-0.2	5	-4	2	3	97
Cc1ccc(S(=O)(=O)N(CC(=O)Nc2ccccc2C(=O)O)c2ccccc2)cc1	0.4	-1	-2	2	0.0	2	-4	13	-14	101
CCOC(=O)C(NC(=O)CC)(Nc1ccccc1OC)C(F)(F)F (stereo unspecified)	9.0	1	-2	-4	-0.2	9	.	9	4	99
